MITF inh = human MITF inhibition, primary screen; O75030; AlphaScreen MITF homodimerization, bead proximity signal; inhibition, % at 2.6 µM; 0.91% of 650,000 active; AID 1259374; in the data active = inhibition above about 50%;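 also: 0% = vehicle wells with protein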
Target sequence (O75030 whole entry, looked up): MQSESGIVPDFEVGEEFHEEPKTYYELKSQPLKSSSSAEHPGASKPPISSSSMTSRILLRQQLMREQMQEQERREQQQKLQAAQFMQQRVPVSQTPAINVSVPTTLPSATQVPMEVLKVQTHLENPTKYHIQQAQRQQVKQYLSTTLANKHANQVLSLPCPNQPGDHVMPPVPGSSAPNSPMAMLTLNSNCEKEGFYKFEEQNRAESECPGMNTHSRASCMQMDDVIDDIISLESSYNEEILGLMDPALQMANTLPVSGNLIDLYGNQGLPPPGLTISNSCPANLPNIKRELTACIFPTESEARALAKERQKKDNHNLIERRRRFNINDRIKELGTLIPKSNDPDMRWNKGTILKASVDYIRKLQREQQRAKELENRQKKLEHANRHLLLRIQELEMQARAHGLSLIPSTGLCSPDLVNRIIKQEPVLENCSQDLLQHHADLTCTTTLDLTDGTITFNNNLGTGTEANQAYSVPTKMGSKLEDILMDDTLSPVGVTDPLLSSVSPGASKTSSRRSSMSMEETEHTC
TEAD-YAP inh = TEAD-YAP interaction inhibition; inhibition, % at 9.12 µM; HEK-TIYL cells, TEAD-Gal4/YAP UAS-luciferase luminescence; 1.4% of 640,000 active; in the data active = inhibition above about 32%;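 also: 0% = median of test compound wells and 100% = reference inhibitor wells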
FBW7 activator = human FBW7 E3 ligase activation, primary screen | Q969H0 | AlphaScreen FBW7–phospho-cyclin E peptide binding, activator screen | normalized activity (activation), % at 26.1 µM | 0.13% of 650,000 active | AID 1259310; in the data active = normalized activity above about 1.9%;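 also: purified mutant Fbw7 with reduced substrate affinity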
GPR151 activ = activators of human GPR151; Q8TDV0; PathHunter beta-arrestin GPR151 cells, luminescence; activation, % at 11.2 µM; 1% of 650,000 active; AID 1508602; in the data active = activation above about 4.9%;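 also: 0% = median of compound wells and 100% = cells with positive control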
Target sequence (Q8TDV0 whole entry, looked up): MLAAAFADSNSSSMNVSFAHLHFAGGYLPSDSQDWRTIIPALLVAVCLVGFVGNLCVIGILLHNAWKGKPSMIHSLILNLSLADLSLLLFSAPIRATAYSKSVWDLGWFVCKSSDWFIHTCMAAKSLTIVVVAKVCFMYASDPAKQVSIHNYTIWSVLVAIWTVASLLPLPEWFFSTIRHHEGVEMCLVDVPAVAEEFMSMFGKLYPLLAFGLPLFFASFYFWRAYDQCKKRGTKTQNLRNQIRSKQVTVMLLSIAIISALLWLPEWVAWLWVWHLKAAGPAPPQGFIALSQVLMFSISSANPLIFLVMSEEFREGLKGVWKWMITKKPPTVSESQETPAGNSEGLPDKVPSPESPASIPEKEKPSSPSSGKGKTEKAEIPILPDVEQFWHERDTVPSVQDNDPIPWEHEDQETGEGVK
The depositor's hits bear a star; x = no result given. Random draw from the library; any-hit rate near 3.5%.

| smiles | MITF inh | TEAD-YAP inh | FBW7 activator | GPR151 activ |
| --- | --- | --- | --- | --- |
| CC(C)(C)c1ccc(C2(C)NC(=O)N(CC(=O)Nc3ccc(C#N)cc3)C2=O)cc1 (stereo unspecified) | -7 | 12 | 0.1 | -0.6 |
| O=C(Nc1ccc(Cl)c(Cl)c1)c1cc2n(n1)C(C(F)(F)F)CC(c1ccccc1)N2 (stereo unspecified) | 2 | -8 | -0.2 | -1.2 |
| Cc1ccc(CN2CCNC(=O)C2CC(=O)N2CCc3sccc3C2)o1 (stereo unspecified) | 15 | 12 | 0.1 | -1.0 |
| COc1ccc(CN(CC2CCC(C(=O)O)CC2)C(=S)Nc2ccccc2C)cc1 (stereo unspecified) | 0 | 11 | 0.1 | -0.7 |
| O=C(Cn1cnc2c(oc3ccccc32)c1=O)NC1CCCCC1 | 7 | 3 | 0.1 | 0.4 |
| CCN(CC)CCNC(=O)c1sc2ncn(CC(=O)N3CCCCC3)c(=O)c2c1C | 3 | -2 | 0.7 | -0.1 |
| COC(=O)c1c(NC(=O)/C=C/c2ccc(C)o2)sc(C(=O)N(C)C)c1C | -8 | -16 | -0.3 | -1.1 |
| CC(NC(=O)NC1=NCCS1)(C(F)(F)F)C(F)(F)F | 2 | 4 | 0.1 | 1.3 |
| COc1ccc(CN2CCc3nnc(CCNC(=O)C4CCC4)n3CC2)cc1C | 0 | 3 | -0.1 | -0.7 |
| COc1cc2c(cc1OC)n(CC(=O)NC1CCCCCC1)n1c(C)cc(=O)nc21 | 8 | -5 | 0.0 | -0.7 |
| CCOc1cc(C2C(C(=O)OCCSCC)=C(C)NC3=C2C(=O)CC(C)(C)C3)cc(Cl)c1O (stereo unspecified) | 9 | 15 | 0.5 | -1.6 |
| Cc1ccc(C(=O)NC(C)c2n[nH]c(=S)n2C)cc1 (stereo unspecified) | -6 | -4 | -0.3 | -0.3 |
| CC(C)NC(=O)c1ccccc1NS(=O)(=O)c1ccc(Cl)cc1 | 6 | 15 | 0.0 | 1.1 |
| CCc1ccc(/C=C2/C(=N)N3C(=NC2=O)SN=C3S(C)(=O)=O)cc1 | -1 | 2 | -0.1 | 0.1 |
| COc1ccc2nc(SCC(=O)c3ccc4c(c3)OCO4)[nH]c2c1 | -2 | -6 | 0.0 | -1.0 |
| Cc1ccc(OC(=O)c2sc3ncn(Cc4ccccc4Cl)c(=O)c3c2C)cc1 | -9 | 2 | 0.0 | -0.5 |
| CCOc1ccc(-n2c(=S)sc3c(=O)n(-c4ccc(F)cc4)c(SCc4cccnc4)nc32)cc1 | 14 | 2 | 0.0 | 1.6 |
| COc1ccc(C(=O)/C=C/c2ccc3c(c2)OCCO3)cc1OC | -9 | -11 | 0.0 | 0.4 |
| CCOC(=O)c1c(NC(=O)c2cccc(C)c2)sc2c1CCC(C)C2 (stereo unspecified) | -5 | -5 | 0.1 | -0.2 |
| CC[C@H](Cn1nnc2ccccc2c1=O)NC(=O)Cc1ccc(OC)cc1 | 8 | 7 | 0.1 | -1.1 |
| CCOC(=O)CN1C(=O)C(O)(CC(=O)c2ccc(Cl)cc2)c2ccccc21 (stereo unspecified) | 0 | 9 | 0.3 | -1.8 |
| O=C(COc1ccccc1)Nc1ccc(S(=O)(=O)N2CCc3ccccc3C2)cc1 | 6 | 4 | 0.5 | -1.0 |
| O=C(COC(=O)CNS(=O)(=O)c1ccccc1)Nc1ccc(C(F)(F)F)cc1 | 1 | 8 | 0.5 | 0.0 |
| CC(=O)c1ccc(C)cc1OC(=O)c1cccc(F)c1 | -6 | 0 | 0.1 | 1.6 |
| COc1ccc(/C=N/NC(=O)CCCNc2ccccc2)cc1 | 0 | 2 | -0.2 | 1.2 |
| Cc1ccc(S(=O)(=O)NN)cc1[N+](=O)[O-] | -1 | -4 | -0.1 | -0.1 |
| Fc1ccccc1N1CCN(Cc2nnnn2Cc2ccccc2)CC1 | -8 | -2 | 0.1 | -0.4 |
| COC(=O)C1=C(C(=O)OC)[C@@H]2N(C)c3ccc(OC)cc3[C@@]23C[C@@H](C(=O)OC)N(C(=O)NC2CCCC2)C3=N1 | 8 | x | -0.1 | 0.1 |
| O=C(O)/C=C/C(=O)Nc1ccccc1C(=O)c1ccccc1 | 18 | 5 | 0.1 | -0.3 |
| Cc1ccc(C2CC(C(F)(F)F)n3ncc(C(=O)NCCc4c[nH]c5ccccc45)c3N2)cc1 (stereo unspecified) | 9 | -3 | 0.0 | -0.8 |
| C=CCn1c(SCCCC)nc2sc3c(c2c1=O)CCC3 | 19 | 9 | 0.1 | -0.2 |
| COc1ccc(-c2c(C#N)c(N)nc(SCC(N)=O)c2C#N)cc1 | 3 | -11 | 0.2 | 3.0 |
| C=C(C)CN(CC)c1ncnc2sc(C(=O)NCCO)c(C)c12 | 7 | 13 | 0.5 | 0.3 |
| CN(CC(=O)N1CCCCCC1)S(=O)(=O)c1ccc(Br)cc1 | 8 | -4 | 0.0 | 1.3 |
| Cc1cccc2sc(NC(=O)Cn3cnc4c3c(=O)n(C)c(=O)n4C)nc12 | 1 | 3 | -0.1 | -1.7 |
| Nc1ncc(-c2cccc(C(=O)NCCO)c2)nc1NC1CCCCC1 | -1 | 1 | 0.0 | -0.9 |
| CC1(C)CC(=O)C(=Cc2cn(CCC#N)nc2-c2ccc(F)cc2)C(=O)C1 | -7 | -2 | 0.0 | 0.2 |
| CCCCOc1ccc(C(=O)N2CCC(C)CC2)cc1 | 11 | 6 | -0.1 | 0.1 |
| COc1ccc(NC(=O)Cn2ccn3nc(-c4ccc(Cl)cc4)cc3c2=O)cc1 | 1 | -12 | -0.1 | 0.4 |
| CCc1ccc(NC(=O)CSc2nc3ccccc3c(=O)n2Cc2ccc3c(c2)OCO3)cc1 | -3 | -5 | 0.1 | 0.6 |

Reformatted field by field: entries from further up
CCOc1ccc(-n2c(=S)sc3c(=O)n(-c4ccc(F)cc4)c(SCc4cccnc4)nc32)cc1
  MITF inh: 14; TEAD-YAP inh: 2; FBW7 activator: 0.0; GPR151 activ: 1.6
COc1ccc(CN2CCc3nnc(CCNC(=O)C4CCC4)n3CC2)cc1C
  MITF inh: 0; TEAD-YAP inh: 3; FBW7 activator: -0.1; GPR151 activ: -0.7
COc1cc2c(cc1OC)n(CC(=O)NC1CCCCCC1)n1c(C)cc(=O)nc21
  MITF inh: 8; TEAD-YAP inh: -5; FBW7 activator: 0.0; GPR151 activ: -0.7
Cc1ccc(CN2CCNC(=O)C2CC(=O)N2CCc3sccc3C2)o1 (stereo unspecified)
  MITF inh: 15; TEAD-YAP inh: 12; FBW7 activator: 0.1; GPR151 activ: -1.0

New compounds follow
| smiles | MITF inh | TEAD-YAP inh | FBW7 activator | GPR151 activ |
| --- | --- | --- | --- | --- |
| COc1ccc(NC(=O)Nc2nnc(N(CC(C)C)CC(C)C)s2)cc1OC | 6 | 6 | 1.2 | -2.4 |
| O=C(CSc1ccc2nnc(-c3cccs3)n2n1)N1CCCC1 | 5 | 8 | -0.2 | -0.9 |
| CCOC(=O)c1ccc(Nc2nn3c(=O)c4ccccc4nc3s2)cc1 | 15 | 10 | 0.1 | 1.2 |
| COc1cc(C(=O)Nc2ccc(O)cc2C)cc(OC)c1OC | 12 | -1 | 0.1 | -0.6 |
| Cc1cc(C)cc(NC(=O)CSc2cn(CCNC(=O)c3ccc(F)cc3)c3ccccc23)c1 | 1 | -5 | -0.1 | 0.7 |
| COc1ccc(C2C(C#N)=C(N)Oc3cc4c(cc32)OCO4)cc1Br (stereo unspecified) | 6 | 6 | 0.1 | 2.0 |
| Cc1ccc(CN2CCN(Cc3c(C)nn(C)c3Cl)CC2CCO)cc1 (stereo unspecified) | 8 | 0 | 0.2 | -0.9 |
| COc1ccc2cc(CCNS(C)(=O)=O)c(=O)[nH]c2c1 | 3 | 1 | 0.0 | 0.6 |
| CCN1CCN(CC(O)COc2cccc(OC)c2)CC1 (stereo unspecified) | -6 | 3 | -0.1 | 0.8 |
| CCN(CC)CCNC(=O)Cn1ncn2nc(-c3ccc(OC)cc3)cc2c1=O | 0 | -1 | 0.1 | -1.1 |
| O=C(CSC(=S)N1CCCCC1)N1c2ccccc2CCc2ccccc21 | 8 | 2 | -0.2 | 0.0 |
| CCN(CC)C(=O)C1CCCN(c2ncc(C(=O)NCc3nc4ccccc4[nH]3)s2)C1 (stereo unspecified) | 6 | -7 | -0.1 | 1.8 |
| Cc1cc2cc(CNC(=O)/C=C\c3ccc4c(c3)OCO4)ccc2[nH]1 | -17 | -2 | 0.0 | -1.4 |
| CCCS(=O)(=O)n1c(SCC(=O)Nc2cc(Cl)ccc2OC)nc2ccccc21 | -11 | 6 | -0.2 | -0.6 |
| Cc1ccc(-c2n[nH]c3c2C(c2ccc(F)cc2)N(c2ccccc2)C3=O)cc1 (stereo unspecified) | 10 | 3 | 0.3 | 0.3 |
| O=C(CSc1nc2ccccc2c(=O)n1CCCN1CCN(c2cccc(Cl)c2)CC1)NC1CCCC1 | 30 | -3 | 0.2 | 2.0 |
| FC(F)(F)c1ccc(NC(=S)N2CCn3cccc3C2c2cccnc2)cc1 (stereo unspecified) | -10 | -1 | -0.1 | -0.2 |
| CC(C)Cc1ccc(CN2CCc3nnc(CNC(=O)Cc4ccccc4)n3CC2)cc1 | 0 | 7 | 0.2 | 0.3 |
| COc1cc(-c2nc3ccc(C(=O)NCCc4ccccc4Cl)cc3nc2-c2cc(OC)c(OC)c(OC)c2)cc(OC)c1OC | -2 | 31 | 0.2 | -1.6 |
| O=C1CCC/C(=N\NC(=O)c2ccc(COc3ccccc3)cc2)C1 | 6 | 3 | 0.6 | -0.8 |

Later entries
structure	MITF inh	TEAD-YAP inh	FBW7 activator	GPR151 activ
Cc1ccc(-c2nc(N3CCOCC3)nc3ccccc23)cc1	-2	14	1.4	-0.6
Cn1c(=O)[nH]c(=O)c2c1nc(Br)n2CC(=O)c1ccc(Br)cc1	6	6	0.0	0.9
Cc1cc(C)c2c(c1)/C(=c1/sc3n(c1=O)CN(c1cccc(C(=O)O)c1)CN=3)C(=O)N2	-1	-9	-0.1	0.4
Cc1cccc(Cc2nnc(CCC(=O)N3CCC(C(O)c4cccs4)CC3)o2)c1 (stereo unspecified)	14	8	0.3	-1.0
CC(=O)Oc1ccc(C(=O)N(Cc2ccccc2)c2ccccn2)cc1	10	5	0.1	1.3
COc1ccc(NC(=S)NC(=O)c2ccc(F)cc2)cc1	-8	-42	-0.2	0.7
CCn1cc(SCC(=O)Nc2nnc(C)s2)c2ccccc21	-16	9	0.9	0.3
CCc1ccc(CNC(=O)CCS(=O)(=O)Cc2ccccc2F)cc1	24	-5	1.4	0.2
O=C(CSc1ccc(Br)cc1)Nc1ccccc1	15	-20	1.2	-2.1
CC1(C)CC1C(=O)NCc1ccccc1 (stereo unspecified)	-5	-2	-0.1	0.0
COCC(C)N1CCC(n2nccc2NC(=O)C2CCCC2)CC1 (stereo unspecified)	-7	5	-0.1	-0.5
COc1ccc(Nc2nc(N)nc(C(F)(F)F)n2)c(OC)c1	-10	-13	-0.4	0.6
CCOC(=O)c1cnc(SCC(=O)c2cccc(NC(C)=O)c2OC)nc1N	-7	3	-0.1	0.7
Cc1cc(C)c2c(N)c(C#N)sc2n1	7	-13	0.0	0.5
CCOC(=O)c1c(C)n(C)c2ccc(OC(C)=O)cc12	1	-3	0.0	3.1
COc1cc(C(=O)NCCC(=O)NCCCN2CCOCC2)cc(OC)c1OC	12	0	0.1	0.0
Cc1ccccc1N1CCN(S(=O)(=O)c2ccc3oc(=O)ccc3c2)CC1	16	9	0.3	-1.0
COc1cccc(C(=O)N2CCC(n3nnc4ccccc4c3=O)CC2)c1	11	3	0.0	0.2
Cc1ccc(CNC(=O)C(=O)N/N=C/c2ccccc2I)cc1	-4	-10	0.2	-0.7
Nc1cc([N+](=O)[O-])cc2sn(-c3ccccc3)c(=O)c12	8	-31	0.6	-7.0
CN(C)CCCNC(=O)Cn1cnc2c1c(=O)n(C)c(=O)n2C	0	6	0.1	-0.6
O=C(/C=C/c1ccco1)Nc1ccc(Br)cc1Cl	-15	20	-0.1	-1.8
COc1ccc(C(=O)OCCN=C2NS(=O)(=O)c3ccccc32)cc1OC	0	-5	0.1	1.2
COc1ccc(-c2ccc(C(=O)NCc3cccnc3)s2)cc1	14	-15	0.1	-11
CC(=O)c1ccc(N2C(=O)c3ccc(Oc4cccc([N+](=O)[O-])c4)cc3C2=O)cc1	7	6	-0.1	-0.2
CCC(=O)N1CCCc2cc(NC(=O)c3c(F)cccc3F)ccc21	19	-16	0.0	-0.5
OCCC#Cc1ccc(CN2CCN(Cc3ccccc3F)C(CCO)C2)cc1 (stereo unspecified)	5	-3	0.2	-1.5
Cc1ccc(C(=O)NCCc2ccc(S(N)(=O)=O)cc2)o1	9	1	0.2	-1.1
CCOc1ccc(-n2nc(C(=O)NC(C)CC)c3ccccc3c2=O)cc1 (stereo unspecified)	4	18	0.0	1.0
COc1ccccc1N=c1sc(C2=c3ccccc3=NC2=O)c(O)n1-c1ccccc1OC	-21	-3	0.2	1.8

From PubChem
